# From PubChem BioAssay
# M4 ag: agonists of human muscarinic M4 receptor (CHRM4); 0.14% of 360,000 active; activation, % at 3 µM; CHO-K1 hM4/Gqi5, Fluo-8 calcium fluorescence; vehicle 0%, full acetylcholine response 100%; AID 624127;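 active means activation above the run mean over all test wells plus 3 SD, cut at about 32% in these data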;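 further: peak over basal fluorescence ratio per well then scaled between controls; 0% = DMSO wells and 100% = acetylcholine at EC100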
# Target sequence (P08173 whole entry, looked up): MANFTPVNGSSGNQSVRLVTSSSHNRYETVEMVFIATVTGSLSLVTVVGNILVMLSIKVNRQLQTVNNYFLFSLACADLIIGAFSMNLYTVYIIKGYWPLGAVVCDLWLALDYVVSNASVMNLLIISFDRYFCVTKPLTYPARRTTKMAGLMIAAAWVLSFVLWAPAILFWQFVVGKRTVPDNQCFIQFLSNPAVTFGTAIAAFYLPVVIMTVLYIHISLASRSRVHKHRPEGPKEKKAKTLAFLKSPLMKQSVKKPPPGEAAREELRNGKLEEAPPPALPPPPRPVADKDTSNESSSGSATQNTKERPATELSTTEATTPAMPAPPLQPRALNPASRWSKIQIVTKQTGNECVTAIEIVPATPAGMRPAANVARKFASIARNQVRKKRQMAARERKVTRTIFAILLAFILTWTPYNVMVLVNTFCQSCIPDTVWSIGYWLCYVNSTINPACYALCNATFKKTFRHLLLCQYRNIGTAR
# CHRM4 PAM: potentiates acetylcholine response at human M4 receptor. P08173. CHO-K1 hM4/Gqi5, Fluo-8 calcium fluorescence, ACh EC20; 0% = ACh EC20, 100% = maximal ACh. activation, % at 3 µM. 0.4% of 360,000 active. AID 624126;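 active means activation above its plate's cutoff, the mean activation of sample wells plus 3 SD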; further: some results filed as inactive read as strong as hits
# M5 PAM: CHRM5 positive allosteric modulation; 0.3% of 360,000 active; CHO-K1 hM5, Fluo-8 calcium, ACh EC20 PAM; 0% = ACh EC20, 100% = ACh EC100; activation, % at 3 µM;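 active means activation above the run cutoff, the mean activation of all test compounds plus 3 SD, cut at about 18% in these data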
# Target sequence (P08912 whole entry, looked up): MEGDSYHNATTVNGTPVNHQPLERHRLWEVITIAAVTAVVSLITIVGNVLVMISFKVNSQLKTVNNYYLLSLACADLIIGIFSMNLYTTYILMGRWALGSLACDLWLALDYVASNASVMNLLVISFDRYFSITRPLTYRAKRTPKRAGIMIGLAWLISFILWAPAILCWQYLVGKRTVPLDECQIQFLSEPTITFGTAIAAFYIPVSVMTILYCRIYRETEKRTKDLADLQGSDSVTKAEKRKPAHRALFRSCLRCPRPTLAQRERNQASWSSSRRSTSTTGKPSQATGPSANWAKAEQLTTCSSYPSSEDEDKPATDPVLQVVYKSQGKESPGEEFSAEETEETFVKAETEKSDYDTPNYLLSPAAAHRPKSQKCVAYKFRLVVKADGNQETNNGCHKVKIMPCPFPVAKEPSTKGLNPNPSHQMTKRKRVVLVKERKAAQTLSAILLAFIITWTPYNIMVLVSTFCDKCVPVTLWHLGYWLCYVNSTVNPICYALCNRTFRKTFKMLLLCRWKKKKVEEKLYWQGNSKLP
#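 system = human M5 receptor in CHO-K1 cells | reagent = EC20 acetylcholine as agonist stimulus | compound dosing = single-point, 3 µM nominal | incubation = Fluo-8 loading 80 min at 37 °C plus 30 min room temperature | detection = Fluo-8 calcium dye fluorescence, kinetic read | benchmarks = low control EC20 acetylcholine (0%), high control EC100 acetylcholine (100%)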
# M5 ag: agonists of human muscarinic M5 receptor (CHRM5). activation, % at 3 µM. AID 624037. P08912. CHO-K1 hM5 cells, Fluo-8 calcium fluorescence; 0% DMSO wells, 100% maximal acetylcholine response. 0.19% of 360,000 active;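 active means activation above the run's mean over test compounds plus 3 SD, cut at about 23% in these data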;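 further: signal is peak over basal fluorescence ratio across the kinetic read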
# CHO-K1 Ca antag: M1 antagonist counterscreen hit in parental CHO-K1 cells | ATP-induced calcium, Fluo-8 fluorescence | inhibition, % at 3 µM | 0.6% of 360,000 active | AID 602250;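 active means inhibition above a per-plate cutoff, the plate's mean sample inhibition plus 3 SD, cut at about 24% in these data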;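 further: 0% = DMSO plus EC80 ATP and 100% = DMSO alone without ATP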
# M5 antag: antagonists of human muscarinic M5 receptor (CHRM5). P08912. CHO-hM5 cells, Fluo-8 calcium fluorescence, ACh EC80. inhibition, % at 3 µM. 0.59% of 360,000 active;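 active means inhibition above a per-plate cutoff, the mean of that plate's test compounds plus 3 SD, cut at about 27% in these data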;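 further: 0% = acetylcholine EC80 with DMSO and 100% = DMSO without agonist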
# M1 PAM parental: M1 PAM counterscreen hit in parental CHO-K1 cells; ATP EC20, Fluo-8 calcium fluorescence; 0% at ATP EC20, 100% at ATP max; activation, % at 3 µM; 0.02% of 360,000 active; AID 602247;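 active means activation above the run cutoff, the mean activation of all test compounds plus 3 SD, cut at about 40% in these data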;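 further: peak over basal fluorescence ratio in a 140 s read after ATP addition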
# CHRM4 antagonist: blocks acetylcholine activation of human M4 receptor; AID 624125; 0.73% of 360,000 active; inhibition, % at 3 µM; CHO-hM4 cells, ACh EC80, Fluo-8 calcium fluorescence;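 active means inhibition above its plate's cutoff, the mean inhibition of sample wells plus 3 SD, cut at about 27% in these data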;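 further: 0% = acetylcholine EC80 with DMSO and 100% = DMSO without agonist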
# CHO-K1 Ca ag: M1 agonist counterscreen hit in parental CHO-K1 cells | Fluo-8 calcium fluorescence; scaled to maximal ATP response, vehicle zero | activation, % at 3 µM | 0.48% of 360,000 active | AID 602248; in the data active means activation above about 15%;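 further: untransfected CHO-K1 host cells lacking M1 receptor as counterscreen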
# The depositor's hits bear a star. This is a random part of the collection. Share with any hit: about 2.7%.
# Results follow in this order: M5 ag	CHRM4 antagonist	M5 antag	CHO-K1 Ca ag	CHRM4 PAM	M1 PAM parental	M4 ag	CHO-K1 Ca antag	M5 PAM
> CCN(c1ccccc1)S(=O)(=O)c1cccc(C(=O)OCC(=O)Nc2ccc(NC(C)=O)cc2)c1
    0	3	12	2.8	-3	-8	10	1	-17
> O=C(CSc1nc2ccccc2s1)NC1CCS(=O)(=O)C1 (stereo unspecified)
    -2	-10	-10	0.6	10	32	1	-11	0
> COc1ccccc1N1CCN(S(=O)(=O)CCNC(=O)C23CC4CC(CC(C4)C2)C3)CC1
    1	18	16	13	-8	-11	23	14	-13
> c1cc2cc(-c3c(-c4ccc5c(c4)OCO5)noc3-c3ccsc3)ccc2[nH]1
    0	2	8	0.8	-4	3	1	-15	-17
> CSc1ccc(/C=C(\C(=O)O)c2ccc(S(=O)(=O)N3CCCCC3)s2)cc1
    1	-2	-4	-0.4	-2	-13	0	16	7
> COc1ccc(-n2ccc(=O)c(C(=O)O)n2)c(OC)c1
    -1	4	6	0.9	-3	1	1	-10	-3
> COc1ccc(-n2c(SC3CCOC3=O)nc3ccccc3c2=O)cc1OC (stereo unspecified)
    2	7	-1	-0.4	8	1	1	2	1
> CC(C)Cn1c(N)c(S(=O)(=O)c2cccs2)c2nc3ccccc3nc21
    0	-7	-1	0.8	-1	14	3	-3	-2
> COCCCn1c(SCC(=O)NC(C)(C)C)nnc1-c1ccccc1
    -1	-1	6	0.5	10	16	0	-22	-10
> Cc1cccc(-c2noc(CN(C(=O)CCc3ccccc3)C(C)C)n2)c1
    -4	-4	4	-0.5	-2	-3	2	-17	-12
> O=C(/C=C/c1cccs1)NC1CCCC1
    -2	2	10	-0.6	-4	8	0	-6	-3
> COCCNc1nc(NCc2ccccc2)nc2ccsc12
    82*	100*	97*	77*	-15	-16	142*	95*	-22
> CCOC(=O)CN(C)Cc1cn(C)nc1-c1ccc(Oc2ccccc2)cc1
    -4	-10	11	1.2	1	-8	4	-6	4
> CCN(CC)c1c([N+](=O)[O-])c(=O)oc2ccccc12
    1	-8	8	-0.5	-1	-14	0	10	13
> OCCN(Cc1ccccc1)Cc1ccc(F)c(F)c1
    -1	4	-8	0.1	2	-2	0	-5	0
> NC(=O)c1ccccc1NS(=O)(=O)c1ccccc1
    0	12	-2	0.3	5	-8	0	7	-1
> CCCCn1c(N)c(N(Cc2ccccc2OC)C(=O)COc2ccccc2OC)c(=O)[nH]c1=O
    3	-1	-4	0.8	7	-9	2	4	7
> CCc1ccc(NC(=O)CSc2nnc(CNC(=O)c3ccc(OC)cc3)o2)cc1
    -6	2	1	1.4	-5	4	3	-7	8
> CCN(C(=O)c1ccccc1)c1ccc([N+](=O)[O-])cc1
    -5	-10	-7	0.4	0	12	-1	-10	0
> Cc1ccc(NC(=O)CN2C(=O)NC(C)(c3ccc(Cl)cc3)C2=O)cc1S(=O)(=O)N1CCOCC1 (stereo unspecified)
    -2	4	2	2.0	1	22	5	-7	3
> CC(SCc1cn2cc(Cl)ccc2n1)C(=O)O (stereo unspecified)
    -2	7	-3	0.3	15	-3	0	0	-3
> COc1ccc(CNC(=O)C2CCN(S(=O)(=O)c3cccnc3)CC2)cc1
    -2	1	4	2.2	0	10	4	-10	-1
> C=CCn1c(SCC2CCCCO2)nc2sc(CC)cc2c1=O (stereo unspecified)
    -1	-11	12	1.6	-12	-10	1	-2	-6
> O=C(Nc1cc([N+](=O)[O-])ccc1O)c1cccc(NC(=O)c2ccco2)c1
    9	-2	4	1.8	-6	-7	2	12	-4
> CCc1nc2ccc(C(=O)N(CC)CCN(C)C)cn2c1N(C)Cc1cccs1
    -2	-13	2	0.3	5	-5	1	-15	-3
> O=C(Nc1ccccc1F)c1ccc(CN2CCc3ccccc3C2)cc1
    -8	-6	1	14	-2	0	2	-3	2
> Cc1cc(C)nc(SCCn2c(N3CCOCC3)nc3c2c(=O)[nH]c(=O)n3C)n1
    -4	12	6	0.1	2	10	0	-14	0
> O=C(OC1CCCCC1=O)c1ccc(S(=O)(=O)Nc2ccccc2)cc1 (stereo unspecified)
    11	7	5	6.4	-1	8	11	-5	0
> CCOC(=O)C1=C(N)OC(CCl)=C(C#N)C1c1ccsc1 (stereo unspecified)
    -2	-17	-4	0.1	2	6	1	-9	-8
> COc1ccc(Cc2nc3ccccc3[nH]c2=O)cc1
    -2	4	7	2.3	-7	15	2	-7	-2
> COc1ccc(CNCc2ccc(C(F)(F)F)cc2)cc1OC
    -3	-13	0	1.2	8	20	2	-16	-2
> Cc1ccc(C(=O)OCC(=O)NCc2ccco2)cc1S(=O)(=O)N1CCOCC1
    2	-8	-3	1.4	0	10	2	-16	8
> CCc1nc2ccc(C(=O)N3CCN(C(=O)c4ccco4)CC3)cn2c1N(C)Cc1ccc(OC)cc1
    -2	16	0	2.1	-11	20	10	-8	-12
> CC(OC(=O)c1cccnc1Cl)C(=O)Nc1ccc2c(c1)OCO2 (stereo unspecified)
    -1	4	7	0.3	1	7	0	-9	4
> COc1ccc(CNC(=O)/C=C/c2cc3c(cc2Br)OCO3)cc1
    -6	-7	-8	0.1	11	11	0	-7	-5
> CN(CC(=O)Nc1ccc2c(c1)OCO2)S(=O)(=O)c1cccs1
    5	-16	3	2.3	-4	8	3	-11	1
> CC(=O)c1cccc(S(=O)(=O)N2CCCC(c3nc4c(nnn4Cc4ccccc4Cl)c(=O)[nH]3)C2)c1 (stereo unspecified)
    -3	-3	0	-0.7	-11	-16	2	12	4
> CN(Cc1ccccc1)C(=O)COC(=O)c1ccc2c(c1)OCO2
    -1	11	5	0.4	-5	-8	1	4	-1
> COc1ccc(Cl)cc1NC(=O)c1noc2c1CCCC2
    2	-3	-3	2.0	-7	17	0	-5	5
> C/C(O)=C(\C#N)c1nnc2n1CCCCC2
    2	0	1	-0.6	-2	8	0	-17	-2
> CN(C)CCN(C(=O)c1ccc2ccccc2c1)c1nc2c(F)cc(F)cc2s1
    -5	7	4	-0.1	-1	20	2	-2	-4
> O=C1CCCN1CCCNc1nc(NCc2cccs2)nc2ccsc12
    41*	53*	22	56*	-15	-12	96*	22	-19
> Cc1[nH]c(=O)[nH]c(=O)c1/C=N/NC(=O)[C@@H](NC(=O)OC(C)(C)C)C(C)C
    1	-6	-9	0.1	7	12	0	-2	9
> Cc1cccc(COc2ccc(/C(O)=C3\C(=O)C(=O)N(CCN(C)C)C3c3ccncc3)cc2)c1 (stereo unspecified)
    -2	-3	-1	0.3	2	18	1	-16	5
> CCN(CC)S(=O)(=O)c1ccc(C)c(NC(=O)CN(C)C)c1
    -3	-8	-9	-0.3	0	23	1	-4	7
> CC(=O)N1CCN(S(=O)(=O)c2cccc(C(=O)NNC(=O)COc3ccc(F)cc3)c2)CC1
    -1	-6	6	0.8	6	2	1	-4	-3
> CCOc1ccc(NC(=O)C(CC(=O)O)Cc2ccc(C)cc2)cc1 (stereo unspecified)
    -2	-3	12	1.3	3	25	0	-12	-1
> CCOC(=O)c1c(C)[nH]c2cc(Br)c(O)cc12
    -5	-7	-4	-0.2	7	12	1	-1	6
> O=C(COC(=O)C1CCC1)Nc1ccccc1Sc1ccccc1
    -3	2	2	0.2	-9	21	-3	-5	-4
> COC(=O)c1ccc(CN2CCN(CCC(C)C)C(CCO)C2)cc1 (stereo unspecified)
    -7	17	0	-0.4	-12	-12	1	7	-1

# More compounds:
# Results follow in this order: M5 ag	CHRM4 antagonist	M5 antag	CHO-K1 Ca ag	CHRM4 PAM	M1 PAM parental	M4 ag	CHO-K1 Ca antag	M5 PAM
> CCOC(=O)c1c(C)[nH]c(C(=O)COC(=O)CCNS(=O)(=O)c2ccc(NC(C)=O)cc2)c1C
    3	-1	3	2.4	2	5	2	-5	-4
> O=C(NNC(=S)Nc1ccccc1)c1cccc(S(=O)(=O)N2CCOCC2)c1
    2	-10	-3	0.9	19	8	2	-22	15
> O=C(COC(=O)c1cc2ccccc2cc1O)Nc1cccnc1Cl
    -7	-6	2	2.5	-7	22	3	-11	-10
> Cc1ccc(C)c(NC(=S)N2CCN(c3cccc(C(F)(F)F)c3)CC2)c1
    -6	-2	-2	1.3	3	21	2	0	0
> COCC(C)(C)COS(N)(=O)=O
    3	4	4	-0.2	4	-6	0	-1	-3
> NS(=O)(=O)c1cccn1-c1ncc(C(F)(F)F)cc1Cl
    -1	-5	-11	-0.2	0	18	1	-8	2
> CC1CN(C2CC(C)(C)NC(C)(C)C2)CCC1=O (stereo unspecified)
    -1	5	5	0.5	1	15	1	1	-5
> COc1ccc(S(=O)(=O)N(CC(C)C)C2CCS(=O)(=O)C2)cc1OC (stereo unspecified)
    1	2	-3	0.5	-6	-22	0	-13	-3
> Cc1nn(-c2ccccc2)c(C)c1CNC(=O)c1ccc(S(=O)(=O)NCc2ccco2)cc1
    5	0	-3	0.2	13	-5	1	-11	3
> CCOc1ccc(C(=O)NCC(=O)OCCCC(=O)c2ccc(F)cc2)cc1OCC
    1	-1	5	3.6	6	5	4	-1	3
> Cc1ccccc1CN1CCN(CC(=O)NCc2ccc3c(c2)OCO3)C1=O
    2	1	-5	0.4	8	15	2	-26	-4
> C=CC[C@H](CC(=O)OC(C)(C)C)C(=O)OC[C@@H]1CCCN1C(=O)[C@H](CC=C)CC(=O)N[C@H](CO)Cc1ccccc1
    2	-8	1	4.1	2	17	8	-12	1
> Cc1cnc(NC(=O)CSc2nnc(COc3ccccc3)o2)s1
    7	-21	-6	0.5	8	12	3	-6	3
> CC(OC(=O)C1CC(=O)N(Cc2ccco2)C1)C(=O)Nc1cccc(C#N)c1 (stereo unspecified)
    -1	-6	-6	0.8	5	-8	1	-1	4
> CCn1c(=S)[nH]c2nc3c(cc2c1=O)CCCC3
    1	-7	0	0.6	2	7	2	-11	-2
> COc1cc(OC)c(-c2nc(-c3ccncc3)no2)cc1OC
    1	5	13	1.4	-1	13	3	-9	-4
> Cc1cc(Br)cc(Br)c1OCC(=O)NNC(=O)c1ccoc1C
    3	-3	1	1.1	-1	8	7	4	-1
> CCOc1ccccc1NC(=O)N1CCCC1C(=O)Nc1ccc(-n2cnnn2)c(C)c1 (stereo unspecified)
    -4	7	7	0.0	-3	13	0	0	-1
> CC(C)(CNC(=O)C1CCN(S(=O)(=O)c2cc([N+](=O)[O-])ccc2Cl)CC1)N1CCOCC1
    -2	-4	-2	0.1	8	-20	0	-2	7
> Cn1c(NCc2c[nH]c3ccccc23)nc2ccccc21
    -5	-1	-6	0.0	-5	10	2	-1	-2
> COc1cc(C)ccc1S(=O)(=O)NC(=O)C1(C)CCN1C(=O)C1(c2ccc(Cl)cc2)CCC1 (stereo unspecified)
    -1	4	2	1.5	-1	-1	0	15	-2
